MEKK2 mut-MEK5 = signal of MEK5 binding to mutant human MEKK2 PB1 domain; bead flow cytometry, Alexa488-MEK5 binding to MEKK2 mutant; percent response, % at 10 µM; 290,000 compounds, 0.35% hits; AID 1530; in the data active means percent response above about 24%, passing the limit was not always enough; further: inactives centre near 1; some results filed as inactive read as strong as hits; reference of the scale not given here
UBC9 SUMO inh = blocks human SUMOylation mediated by UBC9. HTRF SUMOylation assay, SAE1/SAE2 + UBC9, in vitro. inhibition, % at 35 µM. P63279. 290,000 compounds, 0.36% hits; in the data active means inhibition above about 50%, passing the limit was not always enough; further: strong numbers were not always called active
IDE act = IDE (human) activation, cell-based | HEK cells, FAbeta-B cleavage, fluorescence polarization; 0% vehicle, 100% cell-free pure enzyme wells | activation, % at 5.96 µM | 340,000 compounds, 0.073% hits | AID 493087;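 active means activation above the mean of all tested compounds plus 3 SD, set per screening campaign, cut at about 17% in these data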
Target sequence (P14735 whole entry, looked up): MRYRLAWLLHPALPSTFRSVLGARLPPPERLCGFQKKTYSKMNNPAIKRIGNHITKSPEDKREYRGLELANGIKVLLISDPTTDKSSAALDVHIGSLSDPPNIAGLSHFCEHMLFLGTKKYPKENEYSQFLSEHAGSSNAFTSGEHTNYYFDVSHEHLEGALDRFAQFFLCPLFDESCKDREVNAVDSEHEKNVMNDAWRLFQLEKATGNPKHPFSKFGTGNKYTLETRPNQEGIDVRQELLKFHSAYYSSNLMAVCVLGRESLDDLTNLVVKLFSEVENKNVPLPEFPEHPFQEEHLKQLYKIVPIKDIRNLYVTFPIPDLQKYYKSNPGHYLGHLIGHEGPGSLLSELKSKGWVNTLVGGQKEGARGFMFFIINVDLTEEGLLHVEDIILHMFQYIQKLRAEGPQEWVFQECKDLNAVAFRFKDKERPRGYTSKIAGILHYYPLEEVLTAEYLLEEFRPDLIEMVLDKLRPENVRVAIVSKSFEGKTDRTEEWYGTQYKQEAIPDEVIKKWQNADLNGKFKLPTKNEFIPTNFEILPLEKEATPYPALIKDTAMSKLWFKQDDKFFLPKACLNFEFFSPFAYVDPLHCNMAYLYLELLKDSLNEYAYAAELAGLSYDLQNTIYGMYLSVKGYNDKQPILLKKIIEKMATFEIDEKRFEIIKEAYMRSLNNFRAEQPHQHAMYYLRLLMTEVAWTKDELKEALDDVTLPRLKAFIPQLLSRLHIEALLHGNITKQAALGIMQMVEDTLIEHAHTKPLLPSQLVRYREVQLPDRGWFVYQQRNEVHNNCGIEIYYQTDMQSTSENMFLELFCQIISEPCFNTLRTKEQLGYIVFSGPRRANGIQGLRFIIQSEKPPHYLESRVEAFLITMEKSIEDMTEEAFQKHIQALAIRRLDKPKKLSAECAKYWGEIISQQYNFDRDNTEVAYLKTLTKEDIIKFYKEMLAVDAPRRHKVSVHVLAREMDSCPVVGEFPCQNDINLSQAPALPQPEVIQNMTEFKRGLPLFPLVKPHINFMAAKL
NALP1 yeast inh = NALP1 inhibition; inhibition, % at 10 µM; 280,000 compounds, 0.61% hits; S. cerevisiae NALP1/ASC/caspase-1 growth, X-gal OD620, 72 h; in the data active means inhibition mostly above about 24%, no sharp cut-off; inactive means mostly below about 32%; further: some compounds called inactive have numbers as strong as hits
pCIP destab = lowers stability of the mouse p/CIP coactivator protein | 290,000 compounds, 0.01% hits | Q05BA5 | decrease of EGFP signal, % at 10 µM | F442A p/CIP-EGFP cells, EGFP fluorescence, 16 h;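 active means EGFP signal decrease of at least 30% at 10 µM or well 3 SD below plate mean, unless failing retest; inactive means the rest, including hits failing retest or dose response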; further: some compounds called inactive have numbers as strong as hits; many of its hits are not listed in these tables
IDE inh = cellular human IDE inhibition; HEK cells, FAbetaB cleavage, fluorescence polarization; inhibition, % at 5.59 µM; 320,000 compounds, 0.41% hits; AID 434962;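 active means percent inhibition above the average of all tested compounds plus 3 SD, set per screening campaign, cut at about 16% in these data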;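 further: IDE supplied by intact live HEK cells; FP after avidin binding of uncleaved biotin substrate so inhibition keeps polarization high; 0% = DMSO wells and 100% = 60 µM reference IDE inhibitor Ii1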
MEKK3 PB1 HTS = MEKK3-MEK5 PB1 interaction, increase or decrease; binding response (% of control), % at 10 µM; Q99759; 290,000 compounds, 1.4% hits; bead-based flow cytometry, Alexa488-MEK5 binding to MEKK3; actives lie on both sides; 0 = blocked by unlabeled MEK5, 100 = vehicle;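 active means binding response more than 3 SD above or below the average of its plate-row segment, actives on both sides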;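 further: Alexa488 bead fluorescence after subtracting the streptavidin-only scavenger bead signal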
M18AAP inhibitor = PfM18AAP enzyme inhibition | recombinant PfM18AAP, H-Glu-NHMec fluorogenic cleavage | inhibition, % at 7.35 µM | 290,000 compounds, 1.2% hits | AID 1822;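 active means inhibition above the campaign mean inhibition over all tested compounds plus 3 SD, cut at about 28% in these data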;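 further: 0% = plate median of test compound wells and 100% = 2 mM ZnCl2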
MEKK2 WT-MEK5 = raises or lowers MEK5 binding to wildtype human MEKK2 PB1 domain; Q9Y2U5; bead flow cytometry, Alexa488-MEK5 binding to MEKK2 WT; actives lie on both sides; binding response (% of control), % at 10 µM; 290,000 compounds, 1.1% hits; AID 1531; in the data active means binding response below about 67% or above about 130%
The depositor's hits bear a star; . = not tested or not shown; [ ] = remark or other dose. This is a subset; rates above refer to the full screens.

Below each compound – MEKK2 mut-MEK5	UBC9 SUMO inh	IDE act	NALP1 yeast inh	pCIP destab	IDE inh	MEKK3 PB1 HTS	M18AAP inhibitor	MEKK2 WT-MEK5
> CCC(C)(C)N1CC(=O)N(Cc2ccccc2)C(c2ccc(OC)cc2)C1=O (stereo not drawn)
    4.0	-0.7	0.3	7.1	-4.2	-1.8	101.0	0.0	101.0
> NS(=O)(=O)c1ccc(CNC(=O)C2CCCCC2)cc1
    1.0	-20.6	1.3	22.2	9.5	-0.1	99.0	7.5	100.0
> O=C1C(Cl)=C(N2CCOCC2)C(=O)N1CCc1ccccc1
    4.0	5.6	3.1	-26.0	-5.0	0.8	103.0	4.7	101.0
> CCN(CC)Cc1oc(-c2ccccc2)cc1C(=O)O
    -3.0	9.4	-0.2	12.4	5.8	4.2	104.0	-4.8	85.0
> COc1ccc(/C(C)=N/NC(=O)c2ccncc2)cc1
    5.0	7.9	1.2	-4.4	-3.0	-6.4	101.0	-5.8	105.0
> O=C(CSc1nnc(-c2ccccc2)n1-c1ccccc1)NCc1ccco1
    4.0	-5.9	2.2	-38.7	-6.6	-1.2	115.0	-3.0	109.0
> Oc1ccc(-c2n[nH]c(=S)n2-c2ccc3c(c2)OCCO3)c(O)c1
    -1.0	3.7	2.0	19.2	-9.6	11.7	70.0*[inhibitor]	14.0	85.0
> COc1cccc(/C=N/Nc2ncnc3c2[nH]c2ccc(C)cc23)c1OC
    -5.0	2.1	-45.3	.	5.6	62.7*	100.0	8.8	96.0
> c1ccc(-c2onc3cc4c(cc23)OCCO4)cc1
    3.0	6.4	-6.8	5.4	-5.7	8.7	102.0	4.8	101.0
> O=C(Nc1ccccc1C(=O)NCCCn1ccnc1)c1ccccc1
    10.0	9.1	6.1	2.1	-9.4	-0.4	101.0	-6.3	105.0
> O=C(Nc1nnc(-c2ccc3c(c2)OCCO3)o1)c1ccc(Cc2ccccc2)cc1
    13.0	42.3	3.2	-3.5	-21.2	4.2	114.0	5.1	113.0
> O=C(CCC(=O)N1CCSc2ccccc21)NC1CCCCC1
    5.0	5.0	-1.3	11.0	-8.4	-1.8	102.0	4.5	106.0
> COC(=O)c1cnc2ccccc2n1
    3.0	-10.2	0.2	4.0	6.0	6.2	102.0	-0.8	106.0
> CN1c2ccccc2C(C)(C)C12CC(CCl)=NO2 (stereo not drawn)
    -1.0	25.3	0.1	-2.7	-17.9	3.9	93.0	1.1	94.0
> O=C1CCCC2=C1C(c1cccs1)Nc1ccccc1N2 (stereo not drawn)
    -2.0	13.9	3.8	23.4	-5.5	1.2	104.0	-0.5	95.0
> N#CCn1c(CN2CCCC2)nc2ccccc2c1=O
    8.0	10.9	1.6	19.1	-3.2	-0.5	100.0	-1.0	103.0
> CN(CC(=O)N1CC=C(c2ccccc2)CC1)S(=O)(=O)c1ccc2c(c1)c(=O)n(C)c(=O)n2C
    .	9.9	-5.0	-2.8	-9.6	3.0	.	2.7	.
> Cc1ccc(N=c2ssnc2Cl)cc1
    4.0	-10.7	-17.4	8.1	-12.9	-2.2	111.0	8.9	107.0
> O=C(NC1CCCCC1)C(c1ccc(O)cc1)N(CC1CCCO1)C(=O)C1COc2ccccc2O1 (stereo not drawn)
    -1.0	-3.9	3.5	6.1	-7.9	0.7	105.0	4.8	101.0
> Cc1ccccc1OCCOCCN1CCCCCC1
    -6.0	16.2	1.4	12.2	-5.9	-2.8	92.0	-4.4	97.0
> CCn1c(CC(=O)Nc2ccccc2F)nnc1SCC(=O)Nc1nnc(C)s1
    3.0	9.1	0.9	7.5	-9.5	-4.8	99.0	4.3	100.0
> Cc1ccc(C(=O)COC(=O)CN2C(=O)C3C4C=CC(C4)C3C2=O)cc1[N+](=O)[O-] (stereo not drawn)
    4.0	6.8	-6.0	3.6	-15.3	8.5	102.0	-4.7	101.0
> NC(=O)CC(NC(=O)c1ccc(Br)cc1)c1ccc(NCCc2ccc(F)cc2)c([N+](=O)[O-])c1 (stereo not drawn)
    1.0	39.5	2.3	.	-12.2	-2.2	97.0	.	98.0
> COCCCn1c(=O)c2sccc2n2c(CCCC(=O)NCc3cccc(OC)c3)nnc12
    7.0	22.0	3.1	13.5	-7.6	-1.1	103.0	-14.1	101.0
> COc1cccc(N2CCN(C(=O)C3CCN(S(=O)(=O)c4ccc5c(c4)oc(=O)n5C)CC3)CC2)c1
    0.0	.	-12.9	0.3	-28.7	9.2	97.0	2.8	96.0
> CCOC(=O)c1ccc(N=Cc2nc3ccccc3n2C)cc1
    5.0	2.7	0.1	0.7	6.5	-6.9	111.0	1.2	103.0
> Cc1cc(C)c2cc(CN(CCO)Cc3nnnn3Cc3ccccc3)c(=O)[nH]c2c1
    -8.0	12.2	3.5	-12.3	2.8	3.5	100.0	8.5	102.0
> Cc1cccc(OCCCC(=O)Nc2ccc(S(=O)(=O)Nc3ncccn3)cc2)c1C
    3.0	-5.9	-2.0	16.7	-48.7	9.8	101.0	-0.7	106.0
> CC(C)=NNc1nc2c(c(=O)n(C)c(=O)n2C)n1CCc1ccccc1
    1.0	3.2	-2.8	6.1	12.0	1.4	97.0	13.4	93.0
> CCOC(=O)N1CCN(CC(O)COc2cc(C)ccc2C(C)C)CC1 (stereo not drawn)
    -4.0	4.2	5.7	20.4	-2.2	-1.7	89.0	-0.5	90.0
> O=C(Nc1cccc(Oc2ccc3c(c2)C(=O)NC3=O)c1)c1ccco1
    9.0	-11.1	-5.8	19.9	-5.4	4.0	109.0	5.9	109.0
> CC(=O)Nc1ccc(/C=C/c2nc3ccccc3[nH]c2=O)cc1
    -4.0	3.2	-2.4	22.1	-14.1	-1.6	100.0	3.6	95.0
> O=C(Nc1nnc(-c2ccc(F)cc2)s1)C1CCN(S(=O)(=O)c2ccc(Cl)cc2)CC1
    -5.0	1.5	0.2	28.2	-3.8	-0.1	96.0	0.0	95.0
> NC(=O)CC(NC(=O)Cc1cccc2ccccc12)c1ccc(N2CCC(Cc3ccccc3)CC2)c([N+](=O)[O-])c1 (stereo not drawn)
    -2.0	6.6	3.7	-0.7	-7.7	1.9	105.0	-2.7	96.0
> O=C(O)c1ccc(-n2nnnc2SCc2ccccc2F)cc1
    3.0	10.0	4.1	-4.5	-17.8	3.4	101.0	-0.5	105.0
> CC(=O)N(C(C)=O)c1cccc2c(N(C(C)=O)C(C)=O)cccc12
    1.0	-9.7	-1.6	9.9	0.0	1.3	106.0	-10.4	105.0
> CS(=O)(=O)N1CCC(C(=O)Nc2cccc(F)c2)CC1
    2.0	-7.2	4.7	6.9	2.9	0.4	103.0	-15.4	102.0
> Cc1cc(C)n(C(=O)c2nn(C)c(C)c2[N+](=O)[O-])n1
    -5.0	-25.3	3.1	5.8	-28.5	-2.5	102.0	1.8	90.0
> COc1ccc(C(=O)N=C2SC3CS(=O)(=O)CC3N2Cc2ccc(OC)c(OC)c2)cc1 (stereo not drawn)
    3.0	12.3	-1.6	-2.6	1.2	0.3	98.0	0.7	102.0
> O=C(CCCC(=O)N1CCN(c2ccccc2F)CC1)N1CCN(c2ccccc2F)CC1
    5.0	18.6	-2.4	-2.4	-9.6	-0.3	101.0	5.2	108.0
> CC(=O)OCC(OC(C)=O)C(OC(C)=O)C(OC(C)=O)C(=O)Nc1ccccc1C (stereo not drawn)
    -1.0	32.7	4.8	20.4	-15.4	-0.3	104.0	2.2	100.0
> CN(c1ccccc1)c1nc(N)c([N+](=O)[O-])c(N2CCCCCC2)n1
    -6.0	-4.6	-0.1	-6.2	0.5	-2.4	97.0	3.3	98.0
> COc1ccccc1OCC(=O)Nc1cc(NC(=O)COc2ccccc2OC)cc(C(=O)O)c1
    2.0	5.8	4.6	-2.5	5.9	-0.1	103.0	8.6	106.0
> COc1ccc(NC(=O)c2ccco2)c2ccccc12
    5.0	10.3	-1.4	10.7	-8.1	.	107.0	6.6	107.0
> CN(C)c1nc(N)nc(/C(C#N)=C/C2CC3C=CC2C3)n1 (stereo not drawn)
    4.0	21.1	-1.3	16.0	-15.2	3.4	102.0	11.0	111.0
> O=C(COC(=O)c1cc(S(=O)(=O)N2CCCCC2)ccc1N1CCOCC1)NC1CCCCC1
    -4.0	14.6	0.0	-1.5	-12.6	1.1	102.0	-10.3	104.0
> Cc1ccc(Nc2nc(Cl)c(C=O)s2)cc1
    15.0	16.9	-1.5	1.0	-17.9	2.5	107.0	3.7	96.0
> CN1C(=O)/C(=C2\SC(=S)N(CCCCCC(=O)O)C2=O)c2ccccc21
    1.0	31.8	4.0	.	-4.9	-1.0	98.0	-3.4	96.0
> O=C(CSc1nnc(-c2cccs2)o1)OC1CCCCC1
    2.0	-0.7	-8.3	-0.5	7.2	-5.8	101.0	-3.5	102.0
> COC(=O)[C@@H](Cc1c[nH]c2ccccc12)NC(=O)CNC(=O)c1ccccc1OC
    1.0	10.7	-2.9	1.3	-23.5	3.0	101.0	1.2	100.0
> COc1ccc(NC(=O)Nc2ccc(C)cc2Br)c(OC)c1
    0.0	3.0	-2.0	-20.7	1.7	1.4	100.0	4.2	102.0
> CC(CCc1ccccc1)NC(=O)CSc1cccc[n+]1[O-] (stereo not drawn)
    -1.0	7.8	6.6	-4.5	3.4	1.3	126.0	0.0	113.0
> Cc1ccc(C)c(/C(O)=C2\C(=O)C(=O)N(CCCN3CCOCC3)C2c2cccnc2)c1 (stereo not drawn)
    1.0	5.0	1.0	.	-7.6	.	97.0	1.4	102.0
> CCCCOC(=O)n1c(SCC(=O)N(CC)CC)nc2ccccc21
    -1.0	-5.2	1.4	0.9	-6.7	1.1	101.0	7.0	100.0
> COc1ccc(/C=C/C(=O)N2CCN(c3ccccn3)CC2)cc1OC
    3.0	-2.5	1.5	-0.3	-5.0	3.8	106.0	2.0	104.0
> CCOc1ncccc1C(=O)OCC(=O)Nc1cc(S(=O)(=O)N2CCOCC2)ccc1C
    5.0	15.1	1.6	26.5	-6.2	-0.1	105.0	1.0	101.0
> COc1ccc(NC2=C(C)C(=O)CC2)cc1
    6.0	9.5	2.2	2.3	-6.6	-3.4	114.0	3.5	110.0
> COC(=O)[C@H](C)NC(=O)Nc1cc(Cl)ccc1C
    2.0	0.2	1.5	-14.7	4.7	0.8	108.0	0.4	107.0
> CCOc1ccc(NC(=O)CN(C)CC(=O)Nc2ccc(F)c(F)c2F)cc1OCC
    -3.0	2.5	-1.3	-13.3	3.5	-0.2	105.0	-1.9	100.0

An excerpt from above in order of the MEKK3 PB1 HTS value, descending.
Molecule | MEKK2 mut-MEK5 | UBC9 SUMO inh | IDE act | NALP1 yeast inh | pCIP destab | IDE inh | MEKK3 PB1 HTS | M18AAP inhibitor | MEKK2 WT-MEK5
Cc1ccc(Nc2nc(Cl)c(C=O)s2)cc1 | 15.0 | 16.9 | -1.5 | 1.0 | -17.9 | 2.5 | 107.0 | 3.7 | 96.0
O=C(COC(=O)c1cc(S(=O)(=O)N2CCCCC2)ccc1N1CCOCC1)NC1CCCCC1 | -4.0 | 14.6 | 0.0 | -1.5 | -12.6 | 1.1 | 102.0 | -10.3 | 104.0
O=C(CSc1nnc(-c2cccs2)o1)OC1CCCCC1 | 2.0 | -0.7 | -8.3 | -0.5 | 7.2 | -5.8 | 101.0 | -3.5 | 102.0
COc1ccc(C(=O)N=C2SC3CS(=O)(=O)CC3N2Cc2ccc(OC)c(OC)c2)cc1 (stereo not drawn) | 3.0 | 12.3 | -1.6 | -2.6 | 1.2 | 0.3 | 98.0 | 0.7 | 102.0

Screening data as filed in PubChem BioAssay.
